# Assay outcomes as filed in PubChem.
# LDHA block = blocks human lactate dehydrogenase A; 0.15% of 480,000 active; purified LDHA, NADH/diaphorase-resazurin fluorescence; active compounds read low; P00338; AID 1347041; activity change, % (values are at about 110 or 230 µM); in the data active means activity change below about -30%; inconclusive means mostly about -25% to -30%;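 further: plate controls were DMSO wells for no effect and wells without enzyme for full effect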
#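 Human LDH5 at 2 nM final in Tris HCl pH 7.4 with 0.06 mM NADH and 0.2 mM pyruvate, reacted 5 minutes at room temperature. Remaining NADH coupled via diaphorase/resazurin; resorufin fluorescence read at 0 and 20 minutes, normalized to enzyme-free and DMSO wells.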
# TrxR1 substrate = rat thioredoxin reductase 1 substrate activity; O89049; purified TrxR1 substrate turnover, NADPH consumption readout; Potency, µM (titrated, usually from 114 µM), inactives show at the top dose activity change, negative = substrate turnover; 0.01% of 390,000 active; further: potency means the concentration at half of the fitted maximal effect; on the % scale 0 is the no-effect control and ±100 the full control effect; nearly all actives have a fitted effect of over 50% in size
#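 Rat TrxR1, dispensed at 90 nM, was prereduced with 400 uM NADPH (final) for 5 min at ~22 deg C, then incubated with compound 15 min before 400 uM selenite. A first-read NADPH fluorescence drop versus no-compound background flagged substrates.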
# USP1-UAF1 inh = inhibitors of human USP1/UAF1 deubiquitinase; O94782; recombinant USP1/UAF1, Ub-Rhodamine cleavage fluorescence; Potency, µM (titrated, usually from 57.1 µM), for inactives: at the highest dose activity change, negative = inhibition, hits mostly inhibitors; 0.23% of 390,000 active; further: potency means the concentration at half of the fitted maximal effect; on the % scale 0 is the no-effect control and ±100 the full control effect; nearly all actives have a fitted effect of over 60% in size; inactives centre near -12
#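 USP1/UAF1 complex at 1 nM was preincubated with compound for 15 min at room temperature, then Ub-Rho substrate (150nM final) was added. Fluorescence (480/540 nm) was read kinetically, 6 reads every 60 seconds.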
# rTrxR1 inhibitor = rat TrxR1 inhibition; AID 588453; Potency, µM (titrated, usually from 114 µM), for inactives: at the highest dose activity change, negative = inhibition, actives largely listed as inhibitors; O89049; 1% of 390,000 active; recombinant rTrxR1, NADPH fluorescence consumption, selenite substrate; further: potency means the concentration at half of the fitted maximal effect; on the % scale 0 is the no-effect control and ±100 the full control effect; nearly all actives have a fitted effect of over 65% in size
#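 Rat TrxR1 (90 nM in the dispensed reagent) was pre-reduced with 400 uM NADPH for 5 min at room temperature, then incubated with compound for 15 min. After 400 uM selenite was added, NADPH fluorescence (Ex 340/Em 450 nm) was followed for 8 min.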
# Vif-APOBEC3F blk = inhibitors of Vif-A3F interaction. HeLa A3F-eYFP + Vif (tagged APOBEC3F with the HIV-1 protein that degrades it), YFP fluorescence increase. Potency, µM (titrated, usually from 46.1 µM), for inactives: at the highest dose activity, negative = active. 0.2% of 390,000 active. AID 602313; further: potency means the concentration at half of the fitted maximal effect; % of control where 0% means no effect; nearly all actives have a fitted effect of over 65% in size
#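 Fluorescence increase (Ex 488/Em 500-530) after overnight compound treatment at 37 deg C flags inhibition of Vif-driven A3F-eYFP loss in stable HeLa A3F-eYFP/Vif cells seeded overnight beforehand.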
# RGS4 inh = human RGS4 inhibition | P49798 | Transcreener GDP fluorescence polarization, RGS4-accelerated GTP hydrolysis | Potency, µM (titrated, usually from 114 µM), for the others: top-dose activity change, negative = inhibition, hits mostly inhibitors | 0.039% of 390,000 active | AID 504845; further: potency means the concentration at half of the fitted maximal effect; on the % scale 0 is the no-effect control and ±100 the full control effect; nearly all actives have a fitted effect of over 75% in size; some results filed as inactive show a strong effect at the top dose
# Target sequence (P49798 whole entry, looked up): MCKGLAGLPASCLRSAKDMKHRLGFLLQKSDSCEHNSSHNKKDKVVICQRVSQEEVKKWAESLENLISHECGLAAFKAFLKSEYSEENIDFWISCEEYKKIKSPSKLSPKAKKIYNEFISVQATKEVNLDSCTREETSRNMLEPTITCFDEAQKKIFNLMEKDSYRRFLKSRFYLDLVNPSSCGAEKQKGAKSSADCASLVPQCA
#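 MLSMR compounds (23 nl, pin-transferred) preincubated 10 min at room temperature with a 500nM (2x) first reagent, then RGS4 at 900nM (2x) plus Transcreener GDP mix added; fluorescence polarization (620/688 nm) read before and after 90 min at 30 °C.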
# Vif-A3G inh = inhibitors of Vif-APOBEC3G interaction; Potency, µM (highest dose often 46.1 µM), inactives show at the top dose activity, negative = active, most hits filed as inhibitors; HeLa A3G-eYFP + Vif (tagged APOBEC3G with the HIV-1 protein that degrades it), YFP fluorescence, overnight; 0.076% of 410,000 active; Q9HC16;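 further: potency means the concentration at half of the fitted maximal effect; on the % scale 0 is the no-effect control and ±100 the full control effect; nearly all actives have a fitted effect of over 60% in size; hits raise eYFP signal because A3G escapes Vif-driven loss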
# Target sequence (Q9HC16 whole entry, looked up): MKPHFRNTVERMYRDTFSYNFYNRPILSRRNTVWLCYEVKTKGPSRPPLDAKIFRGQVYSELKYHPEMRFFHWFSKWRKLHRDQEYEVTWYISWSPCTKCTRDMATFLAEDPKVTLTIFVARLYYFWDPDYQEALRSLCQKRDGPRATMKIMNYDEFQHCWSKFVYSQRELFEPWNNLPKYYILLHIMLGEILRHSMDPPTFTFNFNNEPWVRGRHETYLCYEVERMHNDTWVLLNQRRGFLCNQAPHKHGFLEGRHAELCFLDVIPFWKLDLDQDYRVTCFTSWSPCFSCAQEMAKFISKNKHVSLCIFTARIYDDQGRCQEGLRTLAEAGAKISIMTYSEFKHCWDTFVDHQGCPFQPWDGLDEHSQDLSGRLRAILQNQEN
#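 HeLa cells stably expressing Vif and C-terminally eYFP-tagged A3G, seeded overnight at 37 deg C, then exposed to compound by pintool overnight at 37 deg C. Rise in yellow fluorescence (Ex 488/Em 500-530, Acumen) marks blocked Vif-driven A3G degradation.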
# mIDH1 inhibitor = inhibitors of human mutant IDH1 R132H | 0.093% of 390,000 active | Potency, µM (titrated, usually from 76.6 µM), inactives show at the top dose activity change, negative = inhibition, actives largely listed as inhibitors | O75874 | AID 602179 | IDH1-R132H enzyme, NADPH consumption, diaphorase/resazurin fluorescence; further: potency means the concentration at half of the fitted maximal effect; on the % scale 0 is the no-effect control and ±100 the full control effect; nearly all actives have a fitted effect of over 65% in size
# Target sequence (O75874 whole entry R132H, stated change not applied): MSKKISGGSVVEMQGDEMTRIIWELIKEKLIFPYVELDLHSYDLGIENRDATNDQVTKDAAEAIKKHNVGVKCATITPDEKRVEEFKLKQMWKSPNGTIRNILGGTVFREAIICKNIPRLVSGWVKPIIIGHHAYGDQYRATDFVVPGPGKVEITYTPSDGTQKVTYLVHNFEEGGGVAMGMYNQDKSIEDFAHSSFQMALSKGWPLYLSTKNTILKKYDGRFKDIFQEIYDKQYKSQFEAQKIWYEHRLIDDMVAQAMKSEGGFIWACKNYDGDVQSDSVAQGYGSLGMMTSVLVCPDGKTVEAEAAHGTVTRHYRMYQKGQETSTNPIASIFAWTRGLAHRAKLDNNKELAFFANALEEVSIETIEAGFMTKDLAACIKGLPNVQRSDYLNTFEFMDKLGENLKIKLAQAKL
#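 IDH1-R132H (0.5 ug/mL) preincubated 30 min with compound, then NADPH (0.016 mM) and alpha-KG (2 mM) added; 80 min at RT, pH 7.5. Remaining NADPH coupled via diaphorase/resazurin to fluorescence (540/590 nm); concentration-response curves normalized to no-enzyme control.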
# Glioma ERSR ind = induces the endoplasmic reticulum stress response in human glioma cells; Potency, µM, inactives show at the top dose activation, hits mostly activators; AID 602332; 0.02% of 420,000 active; U87-MG GRP78 promoter luciferase reporter, 16 h; further: potency means the concentration at half of the fitted maximal effect; series mostly up to about 76 µM; % of control where 0% means no effect; nearly all actives have a fitted effect of over 35% in size
#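 Stably transfected U87-MG human glioma cells carrying a GRP78-based luminescent sensor were seeded at 1000 cells/well, pin-dosed with compounds and incubated 16 h. Luciferase reagent was then added, and end-point luminescence was read after 10 min at room temperature.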
# * hit, by the source's call; ? = inconclusive; . = no result given; [ ] = another dose, or the depositor's remark. Unless noted, the call rests on the fitted dose curve; in most records, active means well fitted curve in the direction sought with a large enough effect; inconclusive means small, poorly fitted or top-dose-only effect, or another doubt; inactive means no such curve, though single readings can be large; an effect the other way counts as inactive or inconclusive. The list is partial; the hit share may differ from the screen's.
SMILES,LDHA block,TrxR1 substrate,USP1-UAF1 inh,rTrxR1 inhibitor,Vif-APOBEC3F blk,RGS4 inh,Vif-A3G inh,mIDH1 inhibitor,Glioma ERSR ind
COc1cc(C2C(C#N)=C(N)N(c3ccc(F)cc3)C3=C2S(=O)(=O)CC3)ccc1O (stereo not drawn),13,7%,-17%,11µM*,-8%,?,-16%,-1%,-3%
CCOC(=O)C1(CCCc2ccccc2)CCN(C(=O)CSC)CC1,0,-2%,-23%,22%,14%,-12%,-1%,-6%,-1%
Cc1nc(SCc2ccccc2)[nH]c(=O)c1CC(=O)OCC(C)C,-2,-1%,-16%,6%,-1%,-10%,0%,1%,-2%
Cc1ccc(CNC(=O)C2(C)Oc3ccccc3NC2=O)cc1 (stereo not drawn),-7,13%[57.1 µM],-5%,6%[57.1 µM],5%,30%,1%,2%,-5%
CN(C)c1ccc(/C=N/NC(=O)c2ccc(CN3CCOCC3)cc2)cc1Br,4,-17%[57.1 µM],-6%,18%[57.1 µM],9%,?,2%,7%,1%
Nc1nc(SCC(=O)Nc2ccc(F)cc2)[nH]c(=O)c1NC(=O)c1ccc(F)c(F)c1,-8,1%,-15%,3%,3%,-18%,0%,1%,-3%
COc1ccc(C2CC(c3ccncc3)=NN2c2ccc(S(N)(=O)=O)cc2)cc1 (stereo not drawn),-1,119%[activator],?,-14%,11µM*,-23%,?,?,-1%
Cc1nn(C)c(C)c1/C=C/C(=O)c1ccccc1,0,-2%,-14%,-8%,0%,-32%,-2%,6%,3%
O=C(NC1CC1)C1CCN(C2CCN(C(=O)CSc3ccccc3)CC2)CC1,0,5%,-9%,12%,-2%,-4%,-1%,1%,1%
CCCn1c(SC(C)C(=O)NCC2CCCO2)nc2sc(CC)cc2c1=O (stereo not drawn),-9,-9%,-7%,-12%,0%,17%,0%,4%,-3%
Cc1noc(C)c1CSc1nnc(-c2ccccc2)o1,3,4%,-6%,16%[57.1 µM],-9%,-7%,-4%,1%,0%
Cn1c(N)c(C(=O)c2ccc(Oc3ccccc3)cc2)c(=O)n(C)c1=O,-1,-14%[57.1 µM],-5%,20%[57.1 µM],0%,-30%,-2%,10%,4%
CN1C2CCC1/C(=C\c1ccc(F)cc1)C(=O)/C2=C/c1ccc(F)cc1,-5,-11%,-4%,-17%,?,-9%,-21%,2%,0%
Cc1[nH]n(-c2ccccc2)c(=O)c1C(=O)c1cccc(F)c1,1,-11%,3%,-10%,2%,-14%[56.9 µM],1%,-8%,-2%
CCc1ccc(-n2nnc(-c3nc(-c4ccc(C)cc4)no3)c2N)cc1,-13,7%,-11%,29%,2%,4%,4%,-23%,1%
Cc1ccc(C(=O)C2COC(=O)C2)cc1 (stereo not drawn),-3,11%,-7%,28%,-4%,13%,-4%,3%,-6%
Brc1csc(C=Nc2ccc3c(c2)OCCOCCOCCOCCO3)c1,11,8%[57.1 µM],-22%,-1%[57.1 µM],-11%,3%,8%,1%,-4%
COc1cc2c3c(c1OC)C1(C=CC(=NO)C=C1)CC3N(C(C)=O)CC2 (stereo not drawn),-1,6%[57.1 µM],-13%,-2%[57.1 µM],-5%,-20%,-1%,0%,-3%
O=C(Nc1ccc(NC(=O)C2CC2)nc1)c1cccnc1,-7,-5%,-17%,-16%,5%,-8%,-5%,4%,-3%
CC(=O)c1cccc(NC(=O)CSc2nc(=O)n(CCCN3CCOCC3)c3c2CCC3)c1,-11,-7%,-13%,?,1%,1%,1%,-3%,-3%

# Next part (two carried over from the part before).
SMILES,LDHA block,TrxR1 substrate,USP1-UAF1 inh,rTrxR1 inhibitor,Vif-APOBEC3F blk,RGS4 inh,Vif-A3G inh,mIDH1 inhibitor,Glioma ERSR ind
O=C(Nc1ccc(NC(=O)C2CC2)nc1)c1cccnc1,-7,-5%,-17%,-16%,5%,-8%,-5%,4%,-3%
CC(=O)c1cccc(NC(=O)CSc2nc(=O)n(CCCN3CCOCC3)c3c2CCC3)c1,-11,-7%,-13%,?,1%,1%,1%,-3%,-3%
Cc1occc1C(=O)Nc1ccc2c(c1)OCCO2,-2,6%[57.1 µM],-14%,-5%[57.1 µM],0%,6%,2%,9%,-1%
Cc1c(C(=O)N2CCN(Cc3cccs3)CC2)oc2ccccc12,-13,-3%,-16%,5%,-1%,-2%,1%,8%,0%
Cc1ccc(OCC(=O)N(c2ccccn2)C2CCCCC2)c(C)c1,-3,4%,-13%,11%,-1%,16%,-4%,4%,-3%
O=C(CCc1nc2ccccc2s1)Nc1ccccc1,-3,4%,1%,19%,-10%,-23%,1%,2%,2%
Cc1cnc2c(c1)C(=O)c1ccccc1-2,1,1%,-14%,29%,1%,13%,-2%,-3%,-2%
COc1ccc(-n2c(CSc3nc(C)cc(C)n3)nnc2SCC(=O)Nc2nccs2)cc1,-4,9%[57.1 µM],-13%,1%[57.1 µM],3%,-24%,0%,-5%,-2%
COC(=O)c1nn(-c2ccc(-c3ccccc3)cc2)cc1O,-3,19%[57.1 µM],-26%,8%[57.1 µM],-2%,-18%,-1%,8%,-15%
O=C(O)c1ccc(/C=N/NC(=O)c2cc3ccccc3cc2O)cc1,16,-17%,-21%,-9%,4%,-45%,1%,18%,-2%
CCOc1ccccc1C(=O)NCCc1cnc[nH]1,-4,3%,-24%,19%,3%,3%,-1%,3%,-4%
Cn1c(=NC(=O)c2ccc(S(=O)(=O)N3CCCC3)cc2)sc2cc(F)ccc21,-3,9%,-13%,6%,-1%,-8%,-2%,12%,-3%
O=C(N/N=C/c1ccc(OC(F)F)cc1OC(F)F)NC1CCCCC1,-2,5%[57.1 µM],-12%,14%[57.1 µM],?,7%,-7%,6%,-3%
O=C(CS(=O)(=O)c1ccc2ccccc2c1)Nc1ccccc1Cl,-6,-7%,-13%,-11%,-5%,18%,1%,4%,-4%
COc1cccc(C(=O)NCCCNC(=O)c2cccnc2)c1,-9,5%,-17%,21%,2%,3%,0%,26%,0%
O=C(NCc1ccccn1)c1ccc(CNS(=O)(=O)c2cccc(Cl)c2)cc1,-6,-13%,-10%,-16%,-13%,21%,-1%,6%,-2%
COc1ccc(CCNC(=O)CCNC(=O)c2ccc([N+](=O)[O-])cc2)cc1,0,-6%,-19%,7%,9%,12%,2%,0%,1%
CCCNC(=O)c1onc(CSc2ccc(F)cc2)c1C(=O)NCC1CC1,1,-2%,-12%,7%,7%,-34%,0%,-10%,-4%
NC(=O)CC[C@H](NC(=O)c1ccc(F)cc1)C(=O)OCC(=O)Nc1c(F)c(F)c(F)c(F)c1F,0,3%,-17%,9%,1%,-11%,-2%,0%,-3%
COc1ccc(NC(=O)COc2nc3ccccc3nc2N2CCOCC2)c(OC)c1,-10,24%,-1%,14%[57.1 µM],4%,-26%,1%,1%,0%
COc1cccc(CNC(=O)c2cccnc2Sc2ccc(C)cc2C)c1,-4,-5%,-20%,9%,0%,21%,-4%,0%,-4%
CCOC(=O)C1CCCN(C(=O)c2ccc3c(=O)n(Cc4ccccc4OC)c(=S)[nH]c3c2)C1 (stereo not drawn),-3,-3%,-23%,8%,-8%,6%,-10%,-5%,-1%

# Whole records, quoted from the list:
# COc1ccc(-n2c(CSc3nc(C)cc(C)n3)nnc2SCC(=O)Nc2nccs2)cc1 as listed: LDHA block = -4; TrxR1 substrate = 9%[57.1 µM]; USP1-UAF1 inh = -13%; rTrxR1 inhibitor = 1%[57.1 µM]; Vif-APOBEC3F blk = 3%; RGS4 inh = -24%; Vif-A3G inh = 0%; mIDH1 inhibitor = -5%; Glioma ERSR ind = -2%
# O=C(NC1CC1)C1CCN(C2CCN(C(=O)CSc3ccccc3)CC2)CC1 as listed: LDHA block = 0; TrxR1 substrate = 5%; USP1-UAF1 inh = -9%; rTrxR1 inhibitor = 12%; Vif-APOBEC3F blk = -2%; RGS4 inh = -4%; Vif-A3G inh = -1%; mIDH1 inhibitor = 1%; Glioma ERSR ind = 1%
# Cc1occc1C(=O)Nc1ccc2c(c1)OCCO2 as listed: LDHA block = -2; TrxR1 substrate = 6%[57.1 µM]; USP1-UAF1 inh = -14%; rTrxR1 inhibitor = -5%[57.1 µM]; Vif-APOBEC3F blk = 0%; RGS4 inh = 6%; Vif-A3G inh = 2%; mIDH1 inhibitor = 9%; Glioma ERSR ind = -1%

# Other results
SMILES,LDHA block,TrxR1 substrate,USP1-UAF1 inh,rTrxR1 inhibitor,Vif-APOBEC3F blk,RGS4 inh,Vif-A3G inh,mIDH1 inhibitor,Glioma ERSR ind
CCCCS(=O)(=O)CC(COc1ccccc1)OC(=O)c1ccccc1 (stereo not drawn),5,11%[57.1 µM],-5%,15%[57.1 µM],2%,-1%,-3%,4%,2%
CC(C)Oc1ccc(-c2nc(-c3cccnc3)no2)cc1,0,10%[0.0914 µM],.,13%,.,.,4%,.,-7%
COCCNC(=O)c1ccc(Cn2c(=S)[nH]c3cc4c(cc3c2=O)OCO4)cc1,-2,0%,-25%,10%,-2%,?,1%,0%,-3%
CCCc1ccc(Oc2cn[nH]c2-c2ccc(O)cc2O)cc1,0,-9%,-7%,26%,-11%,9%,-1%,5%,-3%
COc1ccc(-c2ccc3c(=O)cc(-c4ccsc4)oc3c2)cn1,-17,23%,33%[activator],16%,?,?,?,0%,-3%
